Apoferritin bind = candidate novel general anesthetic via apoferritin binding | P02791 | apoferritin/1-aminoanthracene competitive binding, fluorescence | Potency, µM (highest dose often 77.5 µM), for inactives: at the top dose activity change, negative = displacement, most hits filed as inhibitors | 0.074% of 350,000 active; further: potency means the concentration at half of the fitted maximal effect; on the % scale 0 is the no-effect control and ±100 the full control effect; nearly all actives have a fitted effect of over 20% in size
Target sequence (P02791 2-175 limits assumed): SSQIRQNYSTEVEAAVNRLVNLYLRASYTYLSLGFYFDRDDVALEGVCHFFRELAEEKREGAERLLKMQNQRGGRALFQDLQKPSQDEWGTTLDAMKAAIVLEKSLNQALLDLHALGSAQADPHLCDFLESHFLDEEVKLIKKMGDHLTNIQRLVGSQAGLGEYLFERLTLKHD
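Horse-spleen apoferritin (10 uM) was mixed with 50% saturated 1-aminoanthracene in PBS, exposed to compounds for 10 min at room temperature, and read for fluorescence (ex 380 nm, em 535 nm). Competitive displacement was fitted with a four-parameter Hill equation.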
BLM helicase inh = inhibitors of human Bloom syndrome helicase BLM | recombinant BLM DNA unwinding, fluorescence dequenching | P54132 | Potency, µM (titrated, usually from 56.1 µM), without a hit: at the highest dose activity change, negative = inhibition, hits mostly inhibitors | 0.2% of 350,000 active | AID 2528;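 further: potency means the concentration at half of the fitted maximal effect; plate controls were vehicle for no effect and no enzyme for full effect; nearly all actives have a fitted effect of over 35% in size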
APEX1 inh = blocks human APE1 abasic DNA cleavage; Potency, µM (doses to about 65.8 µM), inactives show top-dose activity change, negative = inhibition, actives largely listed as inhibitors; 0.35% of 350,000 active; recombinant APE1, TAMRA/BHQ-2 abasic DNA cleavage fluorescence;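 further: potency means the concentration at half of the fitted maximal effect; plate controls were vehicle for no effect and reference inhibitor for full effect; nearly all actives have a fitted effect of over 55% in size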
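Measures dequenching upon AP-site incision of a 5'-TAMRA/3'-BHQ-2 THF-containing duplex, 50 nM; human APE1 0.75 nM after 15 min room-temperature exposure to compound; kinetic three-point read at one-minute spacing.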
Pol kappa inh = DNA polymerase kappa (human) inhibition | Q9UBT6 | purified Pol kappa, fluorescent DNA synthesis assay, 10 min | Potency, µM (doses to about 107 µM), for the others: at the highest dose activity, negative = inhibition, usual class: inhibitors | 0.53% of 400,000 active | AID 588579; further: potency means the concentration at half of the fitted maximal effect; on the % scale 0 is the no-effect control and ±100 the full control effect
Target sequence (Q9UBT6 whole entry, looked up): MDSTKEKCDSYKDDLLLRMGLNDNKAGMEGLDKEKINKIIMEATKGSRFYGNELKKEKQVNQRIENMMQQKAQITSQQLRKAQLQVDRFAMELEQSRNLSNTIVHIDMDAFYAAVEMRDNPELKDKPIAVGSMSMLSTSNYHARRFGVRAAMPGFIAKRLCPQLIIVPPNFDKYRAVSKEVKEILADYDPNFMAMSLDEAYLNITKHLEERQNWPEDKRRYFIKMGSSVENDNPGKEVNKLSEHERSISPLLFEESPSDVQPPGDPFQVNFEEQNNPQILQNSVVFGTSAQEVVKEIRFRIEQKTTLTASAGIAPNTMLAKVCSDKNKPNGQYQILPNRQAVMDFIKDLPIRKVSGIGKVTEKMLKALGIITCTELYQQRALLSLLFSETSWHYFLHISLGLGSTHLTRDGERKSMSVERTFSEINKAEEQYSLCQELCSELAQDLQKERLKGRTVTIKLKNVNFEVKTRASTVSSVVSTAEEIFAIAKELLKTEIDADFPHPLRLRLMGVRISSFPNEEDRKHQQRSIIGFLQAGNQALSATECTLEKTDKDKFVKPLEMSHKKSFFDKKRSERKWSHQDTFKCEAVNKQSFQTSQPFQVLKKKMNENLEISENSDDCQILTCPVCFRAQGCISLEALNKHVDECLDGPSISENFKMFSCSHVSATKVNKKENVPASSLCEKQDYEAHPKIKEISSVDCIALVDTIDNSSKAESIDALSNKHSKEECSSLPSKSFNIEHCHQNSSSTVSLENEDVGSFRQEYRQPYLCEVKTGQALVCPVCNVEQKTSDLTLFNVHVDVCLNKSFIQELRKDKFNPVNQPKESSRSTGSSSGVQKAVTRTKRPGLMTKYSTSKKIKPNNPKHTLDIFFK
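10 nM Pol kappa was preincubated with compounds for 15 min at room temperature. Reaction started with 50 nM (final) substrate. Fluorescence read kinetically at 0 and 10 min.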
LDHA inh = LDHA (human) enzyme inhibition; activity change, % (values are at about 110 or 230 µM); purified LDHA, NADH/diaphorase-resazurin fluorescence; active compounds read low; P00338; 0.15% of 480,000 active; AID 1347041; in the data active means activity change below about -30%; inconclusive means mostly about -25% to -30%;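 further: plate controls were DMSO wells for no effect and wells without enzyme for full effect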
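Human LDH5 (2 nM) was incubated with 0.06 mM NADH and 0.2 mM pyruvate for 5 min at room temperature in Tris pH 7.4. Remaining NADH was coupled through diaphorase/resazurin, and resorufin fluorescence was read at 0 and 20 min.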
Pol beta inh = DNA polymerase beta (human) inhibition | P06746 | Pol beta primer extension/strand displacement, fluorescence kinetic | Potency, µM (doses to about 114 µM), without a hit: at the top dose activity change, negative = inhibition, actives largely listed as inhibitors | 1.3% of 340,000 active | AID 485314; further: potency means the concentration at half of the fitted maximal effect; on the % scale 0 is the no-effect control and ±100 the full control effect
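Homogeneous kinetic assay of primer extension and strand displacement by 10 nM Pol beta, preincubated 15 min at room temperature with compound before 50 nM substrate (final) was added. Read at 0 and 10 min; four-parameter Hill fit.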
Glioma ERSR ind = ER stress response induction in glioma | U87-MG GRP78 promoter luciferase reporter, 16 h | Potency, µM, for the others: top-dose activation, hits mostly activators | 0.02% of 420,000 active | AID 602332; further: potency means the concentration at half of the fitted maximal effect; series mostly up to about 76 µM; % of control where 0% means no effect; nearly all actives have a fitted effect of over 35% in size
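Stably transfected U87-MG glioma cells carrying a GRP78-based luciferase sensor; 16 h compound incubation. Luminescence end-point read 10 min after Bright-Glo addition at room temperature.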
Pol iota inh = DNA polymerase iota (human) inhibition | Q9UNA4 | Pol iota fluorescent replication assay, 10 min | Potency, µM (top dose mostly 115 µM), inactives show top-dose activity, negative = inhibition, usual class: inhibitors | 1% of 390,000 active; further: potency means the concentration at half of the fitted maximal effect
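Fluorescent replication assay read twice, at 0 min and 10 min after adding 50 nM (final) substrate. Enzyme (10 nM) and compounds were first incubated 15 min at room temperature; enzyme-free buffer wells were negative controls.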
POLH inh = blocks human DNA polymerase eta activity; Q9Y253; recombinant Pol eta, fluorescent DNA replication assay; Potency, µM (top dose mostly 114 µM), for the others: at the top dose activity change, negative = inhibition, usual class: inhibitors; 1.2% of 390,000 active; AID 588591; further: potency means the concentration at half of the fitted maximal effect; on the % scale 0 is the no-effect control and ±100 the full control effect
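Pol eta at 10 nM preincubated with compounds 15 min at room temperature; reaction started with fluorescent substrate (50 nM final) and read kinetically at 0 and 10 min.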
Starred values were filed as active, the others as inactive; ? = inconclusive; . = no result given; & = joins results of further samples; [ ] = another dose, or the depositor's remark. Unless noted, the call rests on the fitted dose curve; in most records, active means well fitted curve in the direction sought with a large enough effect; inconclusive means small, poorly fitted or top-dose-only effect, or another doubt; inactive means no such curve, though single readings can be large; an effect the other way counts as inactive or inconclusive.

SMILES | Apoferritin bind | BLM helicase inh | APEX1 inh | Pol kappa inh | LDHA inh | Pol beta inh | Glioma ERSR ind | Pol iota inh | POLH inh
O=C(NCC(c1ccco1)S(=O)(=O)c1cccs1)c1ccccc1F (configuration not stated) | -12% | 0% | . | -6%[60.1 µM] | -3 | 20% | 1% | 27% | -7%
CC1CCCC(C)N1C(=O)COC(=O)CNC(=O)c1ccccc1F (configuration not stated) | . | . | 6% | -3% | -14 | . | -4% | -13% | -6%
O=C(N/N=C/c1c[nH]c2ccccc12)c1cccc([N+](=O)[O-])c1 | -5% | -8% | -5% | -9% | -7 | -12% | 1% | 10% | -13%
Cc1ccc(CNC(=O)Cn2c(=O)n(Cc3ccc(F)cc3)c(=O)c3sc4ccccc4c32)cc1 | 4% | -5% | . | 3% | -2 | 48% | 1% | 42%[activator] | 7%
O=C(COc1ccc(S(=O)(=O)N2CCCC2)cc1Cl)NCc1ccc2c(c1)OCO2 | 48%[activator] | -2% | -3% | -3% | -8 | 3% | -3% | 14% | -9%
CC(C)NC(=O)Nc1cccs1 | -12% | -1% | 2% | -3% | -1 | -1% | 0% | 3% | 1%
O=C(NNS(=O)(=O)c1ccc(Cl)cc1)c1cccc(S(=O)(=O)N2CCOCC2)c1 | -10% | -3% | -1% | -3% | 1 | 3% | -1% | 1% | -8%
CCC1(c2ccccc2)NC(=O)N(CC(=O)NCc2ccc(F)cc2)C1=O (configuration not stated) | -10% | -1% | 22% | -6% | -3 | -5% | -3% | 8% | -6%
Cc1cccc(OCc2nnc(SCCC(=O)O)n2-c2ccccc2)c1 | 0% | -2% | 25% | 2% | -11 | -2% | 1% | 6% | 2%
CC(=O)Nc1ccc(S(=O)(=O)NCC(=O)OCC(=O)N2CCc3ccccc32)cc1 | ? | -1% | 1% | 8% | 3 | -3% | -6% | 27% | -9%
O=C(NNC(=S)Nc1ccc(F)cc1)c1ccccc1OC(F)F | -10% | -2% | 12% | -8% | -1 | 31% | 0% | 46%[activator] | -23%
CCOC(=O)Cn1nc(C)c(NC(=O)COc2ccc(OC)cc2)c1C | -1%&-3% | -3%&-5% | 0% | -7%&4% | -2&-2 | 2%&7% | 0% | 89%&23%[activator] | -22%
Cc1ccc(OC(C)C(=O)N/N=C/c2ccccn2)cc1 (configuration not stated) | -13% | 0% | -4% | -15% | 1 | 15% | 2% | 2% | 4%
Cc1c(C(=O)NCc2ccoc2)oc2ccc3c(c12)C(=O)CC(C)(C)O3 | -5% | -6% | 0% | -6% | -5 | -12% | 2% | 28% | -12%
COc1ccccc1C(=O)N1CCN(Cc2ccc3c(c2)OCO3)CC1 | 3% | 1% | 6% | 5% | -1 | 28% | -1% | 19% | -7%
O=C(Nc1cccnc1Cl)c1ccc(=O)oc1 | -8% | 55%[activator] | 32µM* | 45µM* | 0 | 13µM* | -3% | 22µM* | 20µM*
COCCN1CCN(C(=O)c2cc(COc3ccc(F)cc3F)on2)CC1 | -6% | -5% | 18% | -14% | -56* | 2% | -3% | -15% | -13%
CCc1ccc(C2=NN(CCC(=O)NCCc3ccc(Cl)cc3)C(=O)CC2)cc1 | ? | -2% | . | -5%[60.1 µM] | 2 | -2% | -1% | -11% | -15%
CCn1nc(NS(=O)(=O)c2ccc(NC(C)=O)cc2)c2cc3cc(C)ccc3nc21 | -10% | 1% | 35% | 9% | 4 | -6% | 4% | 72%[activator] | -6%
COc1cc(NC(=O)c2ccc3c(c2)OCCO3)ccc1NC(=O)c1ccco1 | 107%[activator] | 0% | 20% | -13% | -3 | 42% | -3% | 8% | -1%
Cc1cccc(NC(=O)C2NC(=O)CC2c2ccccc2)c1C (configuration not stated) | -14% | 0% | 2% | -10% | -12 | 28% | -3% | -18% | -3%
CC(CNC(=O)c1csc2c1CCCCC2)c1ccccc1 (configuration not stated) | -3% | -4% | . | 2% | -6 | -26% | 2% | -8% | -11%
Nc1c(Cl)cc(-c2[nH]c3cc(C(=O)NCCO)ccc3c(=O)c2O)cc1Cl | 256%[activator] | -27% | 4% | -6% | 7 | -5% | 0% | ? | ?
COc1ccc(/C(N)=N/OC(=O)CC2CCCCC2)cc1 | -10% | -1% | -7% | -1% | -3 | ? | -4% | 133%[activator] | ?
O=C(O)c1ccnc(C(=O)O)c1 | -5% | -13% | 2%&18% | -1% | 10 | 36% | 2% | ? | -8%
COc1ccc2cc(CCNC(=O)c3cccc([N+](=O)[O-])c3)c(=O)[nH]c2c1 | -6% | 1% | -3% | 1% | 0 | -2% | -6% | 27% | -20%
CCOC(=O)N1CCC(NS(=O)(=O)c2ccc(C)cc2)CC1 | 0% | 4% | ? | 5% | 2 | 2% | -6% | -11%[58.9 µM] | -17%
COc1ccc(CCNC(=O)CCc2ccccc2O)cc1OC | . | . | 7% | -2% | -12 | . | -1% | -9% | -7%
O=C(O)c1cccc(S(=O)(=O)Nc2ccccc2Cl)c1 | 6% | 1% | 13% | -14% | -7 | 23% | -7% | ? | -8%
Cc1cccc(C(=O)Nc2ccc(S(=O)(=O)N3CCCCC3c3cccnc3)cc2)c1 (configuration not stated) | 8% | -8% | . | -6%[60.1 µM] | -5 | 17% | -3% | 9% | -5%
O=C(NCC(c1ccco1)N1CCc2ccccc21)c1ccccc1Cl (configuration not stated) | . | . | 1% | -9% | -9 | . | -5% | 24% | -22%
CC(=O)Nc1c(Cl)cc2c(c1Cl)Cc1cc(N)ccc1-2 | . | . | . | -6% | -2 | . | -7% | -4% | -21%
c1ccc(N2CCN(c3ncnc4c3nc3n4CCCCC3)CC2)cc1 | 0% | -2% | . | 2% | -2 | 89% | -2% | 15% | -11%
COc1ccccc1CCNC(=O)C(=O)NCC1OCCN1S(=O)(=O)c1ccc(Cl)cc1 (configuration not stated) | -13% | -4% | 30% | -21% | -3 | -1% | -5% | 1% | -17%
Cc1nc(N)c(C#N)c(-c2ccccc2Cl)c1C | 6% | 0% | -2% | -12% | 1 | 6% | -1% | 4% | 4%
CCOC(=O)c1c(C)[nH]c(C)c1S(=O)(=O)NCC(=O)NCc1ccccc1C | -10% | 0% | . | -6% | 3 | 0% | -3% | -6% | -11%
N#C/C(C(=O)NCc1ccco1)=C1/SC(Cc2ccc(F)cc2)C(=O)N1c1ccccc1 (configuration not stated) | 6% | -7% | -2% | -3% | -1 | ? | -5% | 14% | -12%
COc1ccc(CCNC(=O)CCCn2c(=O)c3ccccc3n(CC(=O)Nc3cc(Cl)ccc3C)c2=O)cc1OC | 0% | -13% | . | 2% | -1 | -8% | -2% | -1% | -19%
Cc1ccc2c(c1)nnn2C1CCN(CC(=O)N2CCN(c3ccc(F)cc3)CC2)CC1 | -10% | 1% | 1% | 12% | 1 | 1% | -1% | 32%[activator] | -9%
CN1C(=O)N(c2cccc3ccccc23)C(n2cncn2)C1(C)C (configuration not stated) | -23% | -2% | 17% | -16% | 4 | 1% | -2% | -5% | 6%
COc1ncc2nc(-c3ccc(Cl)cc3)c(=O)n(C)c2n1 | . | -6% | 13% | 10%[60.1 µM] | . | . | -1% | . | .
CNC(=O)C1CCC(Cn2c(=O)c3sccc3n(CC(=O)N3CCCCC3C)c2=O)CC1 (configuration not stated) | 2% | 1% | . | 14% | 3 | 4% | -3% | 22% | -16%
O=C(C1CCN(Cc2ccc(F)cc2)CC1)N1CCN(C/C=C/c2ccccc2)CC1 | -7% | 2% | ? | 1% | -18 | -25% | -4% | 31%[activator] | -13%
O=C(NCc1ccccn1)Nc1ccc(Cl)cc1 | . | . | . | -12% | -1 | . | 1% | 36%[activator] | -4%
CC(C)c1ccc(N2CCN(C(=O)c3ccccc3NC(=O)/C=C\C(=O)O)CC2)cc1 | ? | -3% | -7% | -5% | 5 | -19% | -3% | 1% | -2%

Compound profiles (already shown). Order of values: Apoferritin bind	BLM helicase inh	APEX1 inh	Pol kappa inh	LDHA inh	Pol beta inh	Glioma ERSR ind	Pol iota inh	POLH inh
Results for `COc1ccccc1CCNC(=O)C(=O)NCC1OCCN1S(=O)(=O)c1ccc(Cl)cc1` (configuration not stated) → -13%	-4%	30%	-21%	-3	-1%	-5%	1%	-17%
Results for `O=C(NCc1ccccn1)Nc1ccc(Cl)cc1` → .	.	.	-12%	-1	.	1%	36%[activator]	-4%
Results for `Cc1nc(N)c(C#N)c(-c2ccccc2Cl)c1C` → 6%	0%	-2%	-12%	1	6%	-1%	4%	4%
Results for `CC(C)c1ccc(N2CCN(C(=O)c3ccccc3NC(=O)/C=C\C(=O)O)CC2)cc1` → ?	-3%	-7%	-5%	5	-19%	-3%	1%	-2%

Continuation.
SMILES | Apoferritin bind | BLM helicase inh | APEX1 inh | Pol kappa inh | LDHA inh | Pol beta inh | Glioma ERSR ind | Pol iota inh | POLH inh
COc1ccc2cc(C(=O)C3CCCN(C(=O)c4csnn4)C3)ccc2c1 (configuration not stated) | ? | 4% | 2% | 0% | -1 | -6% | -1% | 66%[activator] | -18%
CNC(=S)N(CCc1c(C)[nH]c2ccccc12)Cc1cc(OC)c(OC)c(OC)c1 | 3% | -1% | -4% | -4% | -9 | 1% | 0% | -17% | -13%
N#C/C(=C\c1cc(Br)ccc1F)C(=O)NC1CC1 | -3% | -4% | 6% | -42% | 2 | 40% | 0% | 25% | -16%
O=C(CN(CC1CCCO1)C(=O)CNS(=O)(=O)c1ccccc1)NCc1ccco1 (configuration not stated) | 3% | 1% | 24% | -4% | -6 | 11% | -5% | 106%[activator] | -14%
c1ccc(CSc2ccc3nnc(-c4ccccn4)n3n2)cc1 | -12% | 2% | -2% | -11% | -2 | 10% | -3% | 139%[activator] | -2%
CC(NC(=O)COC(=O)c1cccs1)c1ccccc1 (configuration not stated) | -4% | 0% | 44% | -9% | -1 | -17% | -1% | 28% | 3%
Cc1ccc(C)c(N(C)C(=O)c2cc3c(=O)[nH]c4ccc(C)cc4c3s2)c1 | 0% | -2% | -10% | -3% | -5 | 1% | -5% | 25% | -9%
Cc1cc(NC(=O)c2noc3c2CCc2ccccc2-3)no1 | 12% | 2% | 1% | -3% | -2 | 0% | 1% | -8% | -14%
CC1CN(C(=O)CSc2nnc(NC(=O)NC(C)(C)C)s2)CC(C)O1 (configuration not stated) | . | . | 31% | -8% | -3 | . | -6% | 115%[activator] | -12%

An excerpt; the hit share may differ from the screen's.
